PHOSPHO1 inh = blocks human PHOSPHO1 phosphatase activity | recombinant PHOSPHO1, absorbance phosphatase assay | actives 1.1% (n = 290,000) | Q8TCT1 | inhibition, % at 13.3 µM; in the data active = inhibition above about 60%
Target sequence (Q8TCT1 whole entry, looked up): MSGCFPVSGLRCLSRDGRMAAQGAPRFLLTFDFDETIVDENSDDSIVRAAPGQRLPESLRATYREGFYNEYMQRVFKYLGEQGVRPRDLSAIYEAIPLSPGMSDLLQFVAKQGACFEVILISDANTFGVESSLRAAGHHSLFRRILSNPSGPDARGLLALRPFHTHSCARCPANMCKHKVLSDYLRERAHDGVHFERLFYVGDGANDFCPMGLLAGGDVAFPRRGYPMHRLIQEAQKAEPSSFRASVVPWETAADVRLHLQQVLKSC
MEKK3 PB1 HTS = raises or lowers MEK5 binding to the human MEKK3 PB1 domain; AID 1529; Q99759; actives 1.4% (n = 290,000); bead-based flow cytometry, Alexa488-MEK5 binding to MEKK3; actives lie on both sides; 0 = blocked by unlabeled MEK5, 100 = vehicle; binding response (% of control), % at 10 µM;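 active = binding response more than 3 SD above or below the average of its plate-row segment, actives on both sides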;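 note: Alexa488 bead fluorescence after subtracting the streptavidin-only scavenger bead signal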
GPR7 antag = blocks human GPR7 receptor signaling; P48145; GPR7-expressing cells, fluorescence antagonist assay; inhibition, % at 4.4 µM; actives 1.1% (n = 290,000); AID 1861; in the data active = inhibition above about 16%, passing the limit was not always enough;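 note: cells stimulated with the agonist NPW; 0% = agonist with vehicle and 100% = vehicle without agonist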
Target sequence (P48145 whole entry, looked up): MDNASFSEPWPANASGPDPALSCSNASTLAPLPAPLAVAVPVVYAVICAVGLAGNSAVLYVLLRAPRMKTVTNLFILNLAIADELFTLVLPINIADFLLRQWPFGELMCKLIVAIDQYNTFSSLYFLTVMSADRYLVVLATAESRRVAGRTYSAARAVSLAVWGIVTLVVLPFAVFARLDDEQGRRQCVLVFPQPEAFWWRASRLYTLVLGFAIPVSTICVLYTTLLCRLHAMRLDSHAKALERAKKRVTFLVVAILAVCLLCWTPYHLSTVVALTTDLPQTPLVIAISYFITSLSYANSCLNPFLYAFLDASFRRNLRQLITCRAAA
V1R ag counter = activates human V1a receptor in oxytocin agonist counter-screen; actives 0.25% (n = 320,000); P37288; activation, % at 3 µM; AID 2797; CHO-V1R cells, Fluo-8 calcium fluorescence, agonist mode; 0% DMSO, 100% 3 nM vasopressin;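 active = activation above the mean activation of all tested compounds plus 3 SD, per screening run, cut at about 20% in these data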;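 note: signal is peak over basal fluorescence ratio across a 100 second FLIPR read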
GalR3 antag = human GalR3 antagonism | actives 0.44% (n = 360,000) | HEK293 GalR3-CNG cAMP membrane potential fluorescence; galR3 body fused to GalR1 C-terminus | inhibition, % at 3 µM | O60755;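 active = inhibition above the screen-wide average plus 3 SD, cut at about 13% in these data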;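 note: forskolin and galanin both at EC90 stimulate the cells; cAMP rise reported by CNG channel membrane potential dye signal; 0% = forskolin plus galanin with DMSO and 100% = forskolin alone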
OXTR ag = agonists of human oxytocin receptor. P30559. CHO-OTR cells, Fluo-8 calcium fluorescence; normalized: DMSO 0%, oxytocin 100%. activation, % at 3 µM. actives 0.32% (n = 320,000). AID 2435;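 active = activation above the mean of all tested compounds plus 3 SD, cutoff set per screening run, cut at about 20% in these data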;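 note: peak over basal fluorescence ratio from a 100 s FLIPR kinetic read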
Target sequence (P30559 whole entry, looked up): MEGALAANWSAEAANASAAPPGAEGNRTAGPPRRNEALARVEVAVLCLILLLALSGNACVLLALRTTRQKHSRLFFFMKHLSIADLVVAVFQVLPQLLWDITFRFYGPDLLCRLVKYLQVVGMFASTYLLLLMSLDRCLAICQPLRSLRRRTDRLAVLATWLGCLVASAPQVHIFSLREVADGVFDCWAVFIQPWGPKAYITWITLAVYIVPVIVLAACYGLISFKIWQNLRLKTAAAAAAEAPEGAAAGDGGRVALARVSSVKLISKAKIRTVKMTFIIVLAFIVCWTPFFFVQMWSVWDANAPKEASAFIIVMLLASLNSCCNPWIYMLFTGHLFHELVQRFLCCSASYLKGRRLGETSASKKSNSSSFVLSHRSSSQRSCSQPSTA
MEKK2 mut-MEK5 = signal of MEK5 binding to mutant human MEKK2 PB1 domain | bead flow cytometry, Alexa488-MEK5 binding to MEKK2 mutant | percent response, % at 10 µM | actives 0.35% (n = 290,000); in the data active = percent response above about 24%, passing the limit was not always enough; note: inactives centre near 1; some results filed as inactive read as strong as hits; reference of the scale not given here
NALP1 inh = inhibitors of NALP1 inflammasome in yeast | S. cerevisiae NALP1/ASC/caspase-1 growth, X-gal OD620, 72 h | actives 0.61% (n = 280,000) | inhibition, % at 10 µM; in the data active = inhibition mostly above about 24%, no sharp cut-off; inactive = mostly below about 32%; note: some compounds called inactive have numbers as strong as hits
MEKK2wt PB1 HTS = raises or lowers MEK5 binding to wildtype human MEKK2 PB1 domain; actives 1.1% (n = 290,000); bead flow cytometry, Alexa488-MEK5 binding to MEKK2 WT; actives lie on both sides; Q9Y2U5; AID 1531; binding response (% of control), % at 10 µM; in the data active = binding response below about 67% or above about 130%
Numbers without * were called inactive. The order is random; overall some 5.4% were active at least once.

Results for COc1ccc(C(CNC(=O)c2cc3ccccc3o2)N2CCCCC2)cc1 (configuration not stated) ?
PHOSPHO1 inh: -35; MEKK3 PB1 HTS: 108; GPR7 antag: -3; V1R ag counter: -0.7; GalR3 antag: 2; OXTR ag: -1.3; MEKK2 mut-MEK5: -1; NALP1 inh: 26; MEKK2wt PB1 HTS: 112

What do the screens show for `Nc1c(S(=O)(=O)c2ccccc2)cnc2c(-c3ccc(F)cc3)cnn12`?
PHOSPHO1 inh: 6; MEKK3 PB1 HTS: 98; GPR7 antag: -2; V1R ag counter: -0.3; GalR3 antag: 0; OXTR ag: 1.2; MEKK2 mut-MEK5: 2; NALP1 inh: 16; MEKK2wt PB1 HTS: 102

How did CCN(CC)S(=O)(=O)c1ccc(N(C)C)c(NC(=O)CC(NC(C)=O)c2ccccc2)c1 (configuration not stated) do in these assays?
PHOSPHO1 inh: 4; MEKK3 PB1 HTS: 99; GPR7 antag: -2; V1R ag counter: 0.7; OXTR ag: -0.2; MEKK2 mut-MEK5: -4; NALP1 inh: 8; MEKK2wt PB1 HTS: 96

How did O=[N+]([O-])c1cccc(N(CC2CO2)S(=O)(=O)c2ccccc2)c1 (configuration not stated) do in these assays?
PHOSPHO1 inh: 24; MEKK3 PB1 HTS: 99; GPR7 antag: 4; V1R ag counter: 1.1; GalR3 antag: -8; OXTR ag: 1.1; MEKK2 mut-MEK5: -1; NALP1 inh: -11; MEKK2wt PB1 HTS: 98

What do the screens show for `Cc1ccc(NC(=S)NC(=O)c2ccccc2)cc1NC(=S)NC(=O)c1ccccc1`?
PHOSPHO1 inh: 33; MEKK3 PB1 HTS: 83; GPR7 antag: -7; GalR3 antag: -11; MEKK2 mut-MEK5: -11; NALP1 inh: 22; MEKK2wt PB1 HTS: 2.0*

How did CC(C)NC(=O)c1nc2ccccc2s1 do in these assays?
PHOSPHO1 inh: -7; MEKK3 PB1 HTS: 93; GPR7 antag: -3; V1R ag counter: 0.3; GalR3 antag: -6; OXTR ag: -1.1; MEKK2 mut-MEK5: 1; NALP1 inh: 18; MEKK2wt PB1 HTS: 99

How did COc1cccc(CN2CCN(Cc3nc(-c4cccc(F)c4F)oc3C)CC2=O)c1 do in these assays?
PHOSPHO1 inh: 1; MEKK3 PB1 HTS: 99; GPR7 antag: -7; V1R ag counter: 1.4; GalR3 antag: -1; OXTR ag: 0.2; MEKK2 mut-MEK5: -10; NALP1 inh: 23; MEKK2wt PB1 HTS: 89

How did O=C1CCC[C@@H]2[C@H]3CCC[N+]4([O-])CCC[C@@H](CN12)[C@@H]34 (some centres not stated) do in these assays?
MEKK3 PB1 HTS: 101; GPR7 antag: 5; V1R ag counter: 0.0; GalR3 antag: -12; OXTR ag: 1.8; MEKK2 mut-MEK5: -8; NALP1 inh: 24; MEKK2wt PB1 HTS: 102

Results for O=C(c1ccncc1)N1N=C(C2CC2)CC1(O)C(F)(F)F (configuration not stated) ?
PHOSPHO1 inh: 37; MEKK3 PB1 HTS: 102; GPR7 antag: -16; V1R ag counter: -0.1; GalR3 antag: -3; OXTR ag: 0.9; MEKK2 mut-MEK5: 7; NALP1 inh: 3; MEKK2wt PB1 HTS: 103

Results for COC(=O)c1ccc([C@H]2C=C(C(=O)O)O[C@@H](OCc3ccc(CO)cc3)C2)cc1 ?
PHOSPHO1 inh: 35; MEKK3 PB1 HTS: 110; V1R ag counter: 2.0; GalR3 antag: 0; OXTR ag: 0.3; MEKK2 mut-MEK5: 2; MEKK2wt PB1 HTS: 107

Results for COc1cc(NC(=O)CN(C)S(=O)(=O)c2ccc3nc(C)sc3c2)cc(OC)c1 ?
PHOSPHO1 inh: -3; MEKK3 PB1 HTS: 105; GPR7 antag: -9; V1R ag counter: -0.8; GalR3 antag: 0; OXTR ag: 0.2; MEKK2 mut-MEK5: 7; NALP1 inh: -2; MEKK2wt PB1 HTS: 106

How did COc1cccc2sc3ccc(NCCC4CCCN4C)cc3c(=O)c12 (configuration not stated) do in these assays?
PHOSPHO1 inh: 20; MEKK3 PB1 HTS: 100; GPR7 antag: -4; V1R ag counter: 3.8; GalR3 antag: -6; OXTR ag: 1.8; MEKK2 mut-MEK5: 6; NALP1 inh: 41; MEKK2wt PB1 HTS: 116

Results for CC1CCCN(C(=O)COc2ccc(-c3ccccc3)cc2)C1 (configuration not stated) ?
PHOSPHO1 inh: 32; MEKK3 PB1 HTS: 99; GPR7 antag: 8; V1R ag counter: 3.1; GalR3 antag: -4; OXTR ag: -1.7; MEKK2 mut-MEK5: -3; NALP1 inh: 6; MEKK2wt PB1 HTS: 94

How did Cc1ccc(C)c(OCCCNC2CCCC2)c1C do in these assays?
PHOSPHO1 inh: -3; MEKK3 PB1 HTS: 94; GPR7 antag: 13; V1R ag counter: 1.5; GalR3 antag: -7; OXTR ag: 4.3; MEKK2 mut-MEK5: -10; NALP1 inh: -11; MEKK2wt PB1 HTS: 87

What do the screens show for `Cc1ccc(-c2nc(-c3cccnc3)no2)c(C)c1`?
PHOSPHO1 inh: 10; MEKK3 PB1 HTS: 98; GPR7 antag: -2; V1R ag counter: 0.1; GalR3 antag: -2; OXTR ag: -2.3; MEKK2 mut-MEK5: 0; NALP1 inh: 6; MEKK2wt PB1 HTS: 101

Results for C=CCNC(=S)NNC(=O)c1cccnc1 ?
PHOSPHO1 inh: 24; MEKK3 PB1 HTS: 85; GPR7 antag: -11; V1R ag counter: 1.1; GalR3 antag: -6; OXTR ag: 0.5; MEKK2 mut-MEK5: -24; NALP1 inh: 2; MEKK2wt PB1 HTS: 91

How did COc1ccc(C(=S)N2CCN(c3cccc(Cl)c3)CC2)c(OC)c1 do in these assays?
PHOSPHO1 inh: -11; MEKK3 PB1 HTS: 90; GPR7 antag: 28*; V1R ag counter: -1.1; GalR3 antag: -6; OXTR ag: -2.0; MEKK2 mut-MEK5: -7; NALP1 inh: 7; MEKK2wt PB1 HTS: 93

Results for Cc1ccc(SCc2[nH]nc3c2C2(C(=O)Nc4ccc(F)cc42)C(C#N)=C(N)O3)cc1 (configuration not stated) ?
PHOSPHO1 inh: 18; MEKK3 PB1 HTS: 101; GPR7 antag: -4; V1R ag counter: -0.7; GalR3 antag: -5; OXTR ag: -0.8; MEKK2 mut-MEK5: -3; NALP1 inh: -5; MEKK2wt PB1 HTS: 90

How did COc1ccc(CC(=O)O)cc1O do in these assays?
PHOSPHO1 inh: -29; MEKK3 PB1 HTS: 101; GPR7 antag: -16; V1R ag counter: 1.0; GalR3 antag: -5; OXTR ag: 0.4; MEKK2 mut-MEK5: 5; NALP1 inh: -5; MEKK2wt PB1 HTS: 101

How did Cn1c(SCc2nc(-c3ccccc3)no2)nnc1-c1cccs1 do in these assays?
PHOSPHO1 inh: -7; MEKK3 PB1 HTS: 105; GPR7 antag: 4; V1R ag counter: 1.7; GalR3 antag: -7; OXTR ag: -0.2; MEKK2 mut-MEK5: 2; NALP1 inh: 3; MEKK2wt PB1 HTS: 97

How did COCC(=O)N1CCC(Oc2ccc(C(=O)NC(C)c3nccs3)cc2)CC1 (configuration not stated) do in these assays?
PHOSPHO1 inh: 33; MEKK3 PB1 HTS: 105; GPR7 antag: -6; V1R ag counter: 0.3; GalR3 antag: 3; OXTR ag: 0.5; MEKK2 mut-MEK5: 13; NALP1 inh: 9; MEKK2wt PB1 HTS: 106

How did COc1cccc(-n2nc3c(-n4ncc(C#N)c4N)nnc(C)c3c2C)c1 do in these assays?
PHOSPHO1 inh: -8; MEKK3 PB1 HTS: 97; GPR7 antag: -5; V1R ag counter: 0.0; GalR3 antag: -2; OXTR ag: -1.5; MEKK2 mut-MEK5: 1; NALP1 inh: -10; MEKK2wt PB1 HTS: 94

Results for C=C(Cl)COC(=O)[C@H]1C2C=CC(C2)C1C(=O)O (some centres not stated) ?
PHOSPHO1 inh: 14; MEKK3 PB1 HTS: 108; GPR7 antag: 2; V1R ag counter: 0.8; GalR3 antag: 2; OXTR ag: 0.6; MEKK2 mut-MEK5: 7; NALP1 inh: 27; MEKK2wt PB1 HTS: 111

What do the screens show for `O=[N+]([O-])c1cccc(S(=O)(=O)N2CCCCC2c2cccnc2)c1` (configuration not stated)?
PHOSPHO1 inh: 19; MEKK3 PB1 HTS: 102; GPR7 antag: -10; V1R ag counter: 1.3; GalR3 antag: -6; OXTR ag: -0.6; MEKK2 mut-MEK5: 2; NALP1 inh: 12; MEKK2wt PB1 HTS: 101

Results for Oc1ccc(-c2nc3ccccc3nc2-c2ccccc2)cc1 ?
PHOSPHO1 inh: 49; MEKK3 PB1 HTS: 102; GPR7 antag: -29; V1R ag counter: 0.1; GalR3 antag: -5; OXTR ag: -0.6; MEKK2 mut-MEK5: 15; NALP1 inh: -5; MEKK2wt PB1 HTS: 106

Results for O=C(CSC1CCCCC1)N1CCN(c2ccccc2)CC1 ?
PHOSPHO1 inh: 1; GPR7 antag: -6; V1R ag counter: -0.1; GalR3 antag: -3; OXTR ag: -0.9; NALP1 inh: 15

Results for CCOC(=O)CCn1nc(-c2ccc(Cl)cc2)cc1N ?
PHOSPHO1 inh: -7; MEKK3 PB1 HTS: 103; GPR7 antag: 9; V1R ag counter: -0.2; GalR3 antag: 0; OXTR ag: -1.2; MEKK2 mut-MEK5: 5; NALP1 inh: 4; MEKK2wt PB1 HTS: 105

How did Oc1ccccc1/C=N/n1c2ccccc2c2ccccc21 do in these assays?
PHOSPHO1 inh: 34; MEKK3 PB1 HTS: 101; GPR7 antag: -3; V1R ag counter: -0.2; GalR3 antag: -9; OXTR ag: -0.8; MEKK2 mut-MEK5: 0; NALP1 inh: 8; MEKK2wt PB1 HTS: 98

What do the screens show for `O=c1c(/C=N/OCc2ccc(Cl)cc2Cl)c[nH]n1-c1cccc(Cl)n1`?
PHOSPHO1 inh: 32; MEKK3 PB1 HTS: 102; GPR7 antag: -2; V1R ag counter: 3.4; GalR3 antag: 3; OXTR ag: 2.9; MEKK2 mut-MEK5: 1; NALP1 inh: -9; MEKK2wt PB1 HTS: 100

What do the screens show for `O=C(NCc1ccccc1Cl)c1ccc(NC2=NC3CS(=O)(=O)CC3S2)cc1` (configuration not stated)?
PHOSPHO1 inh: 23; MEKK3 PB1 HTS: 102; GPR7 antag: -6; V1R ag counter: 0.2; OXTR ag: -0.7; MEKK2 mut-MEK5: -5; NALP1 inh: 4; MEKK2wt PB1 HTS: 97

How did CC1CCCC(NS(=O)(=O)c2cc3c(cc2Cl)NC(=O)CO3)C1C (configuration not stated) do in these assays?
PHOSPHO1 inh: 23; MEKK3 PB1 HTS: 96; GPR7 antag: -2; V1R ag counter: 0.8; GalR3 antag: 11; OXTR ag: 0.6; MEKK2 mut-MEK5: -1; NALP1 inh: 11; MEKK2wt PB1 HTS: 96

Three consecutive records already listed, quoted:
Results for COc1ccc(C(CNC(=O)c2cc3ccccc3o2)N2CCCCC2)cc1 (configuration not stated) ?
PHOSPHO1 inh: -35; MEKK3 PB1 HTS: 108; GPR7 antag: -3; V1R ag counter: -0.7; GalR3 antag: 2; OXTR ag: -1.3; MEKK2 mut-MEK5: -1; NALP1 inh: 26; MEKK2wt PB1 HTS: 112

What do the screens show for `Nc1c(S(=O)(=O)c2ccccc2)cnc2c(-c3ccc(F)cc3)cnn12`?
PHOSPHO1 inh: 6; MEKK3 PB1 HTS: 98; GPR7 antag: -2; V1R ag counter: -0.3; GalR3 antag: 0; OXTR ag: 1.2; MEKK2 mut-MEK5: 2; NALP1 inh: 16; MEKK2wt PB1 HTS: 102

How did CCN(CC)S(=O)(=O)c1ccc(N(C)C)c(NC(=O)CC(NC(C)=O)c2ccccc2)c1 (configuration not stated) do in these assays?
PHOSPHO1 inh: 4; MEKK3 PB1 HTS: 99; GPR7 antag: -2; V1R ag counter: 0.7; OXTR ag: -0.2; MEKK2 mut-MEK5: -4; NALP1 inh: 8; MEKK2wt PB1 HTS: 96

Screening results: PubChem, several laboratories
